# Source: PubChem BioAssay
# PME-1 primary = blocks human protein phosphatase methylesterase 1; recombinant PME-1, FP-Rh probe fluorescence polarization; inhibition, % at 5.9 µM; hit rate 0.53% among 320,000; AID 2130;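 active means inhibition above the campaign mean of all compounds plus 3 SD, cut at about 26% in these data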;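 further: competitive labeling of PME-1 active site by serine hydrolase directed probe; 0% = PME-1 with DMSO and 100% = wells lacking PME-1 enzyme; inhibitors block probe labeling so polarization falls and inhibition rises; many of its hits are not listed in these tables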
# PAD4 inh = blocks human protein arginine deiminase 4. hit rate 0.41% among 330,000. inhibition, % at 6.36 µM. recombinant PAD4, RCA probe fluorescence polarization;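 active means percent inhibition above a cutoff equal to the mean of all tested compounds plus 3 SD, cut at about 15% in these data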;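 further: 0% = PAD4 with RCA probe and DMSO and 100% = probe without PAD4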
# Target sequence (Q9UM07 whole entry, looked up): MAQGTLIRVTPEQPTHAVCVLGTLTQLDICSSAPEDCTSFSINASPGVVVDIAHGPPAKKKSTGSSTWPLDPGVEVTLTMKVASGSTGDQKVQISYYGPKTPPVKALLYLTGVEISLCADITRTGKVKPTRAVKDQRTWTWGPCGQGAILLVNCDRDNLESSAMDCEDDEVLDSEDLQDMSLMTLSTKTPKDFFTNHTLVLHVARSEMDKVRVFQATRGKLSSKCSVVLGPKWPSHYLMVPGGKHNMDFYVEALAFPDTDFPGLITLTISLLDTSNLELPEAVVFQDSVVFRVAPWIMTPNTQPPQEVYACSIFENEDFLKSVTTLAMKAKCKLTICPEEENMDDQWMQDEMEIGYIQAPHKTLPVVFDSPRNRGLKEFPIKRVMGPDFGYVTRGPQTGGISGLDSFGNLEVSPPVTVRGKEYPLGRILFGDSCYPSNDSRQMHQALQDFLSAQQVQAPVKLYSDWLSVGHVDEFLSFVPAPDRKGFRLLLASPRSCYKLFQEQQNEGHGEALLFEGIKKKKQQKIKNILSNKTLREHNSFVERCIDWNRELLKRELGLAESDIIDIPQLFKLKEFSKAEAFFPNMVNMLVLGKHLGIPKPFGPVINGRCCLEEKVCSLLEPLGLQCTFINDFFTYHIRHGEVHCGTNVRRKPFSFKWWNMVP
# pPAFAH inh = pPAFAH (human) enzyme inhibition | Q13093 | recombinant pPAFAH, FP-rhodamine probe fluorescence polarization | inhibition, % at 3.39 µM | hit rate 1.5% among 330,000 | AID 463082;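 active means inhibition above the mean inhibition across the screen plus 3 SD, cut at about 25% in these data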;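 further: inhibitors block binding of the rhodamine activity-based probe so polarization drops; 0% = enzyme with DMSO and 100% = wells lacking pPAFAH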
# LYPLA1 counter = blocks human lysophospholipase 1, a PME1 counter-screen. inhibition, % at 5.9 µM. hit rate 0.16% among 320,000. recombinant LYPLA1, FP-Rh probe fluorescence polarization. O75608;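 active means inhibition above the mean of all tested compounds plus 3 SD, set per campaign, cut at about 14% in these data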;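 further: inhibitors block serine hydrolase probe labeling of LYPLA1 so polarization falls; 0% = enzyme with DMSO and 100% = wells lacking LYPLA1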
# Target sequence (O75608 whole entry, looked up): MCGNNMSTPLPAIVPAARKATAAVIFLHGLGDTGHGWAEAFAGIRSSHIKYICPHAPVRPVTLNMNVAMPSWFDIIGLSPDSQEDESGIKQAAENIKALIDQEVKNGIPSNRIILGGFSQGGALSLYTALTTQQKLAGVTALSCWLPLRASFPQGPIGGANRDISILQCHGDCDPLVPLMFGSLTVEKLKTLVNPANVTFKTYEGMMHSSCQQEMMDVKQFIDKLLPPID
# GSTO1 counter = counter-screen for RBBP9 inhibitors: inhibitors of human GSTO1. P78417. recombinant GSTO1, activity-based probe fluorescence polarization. hit rate 1.1% among 300,000. inhibition, % at 5.96 µM. AID 1974;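 active means inhibition above the campaign mean inhibition plus 3 SD, cut at about 35% in these data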;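 further: 0% = GSTO1-1 with DMSO and 100% = wells lacking GSTO1-1 enzyme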
# PAFAH1B3 FP inh = PAFAH1B3 (human) inhibition; hit rate 0.28% among 340,000; inhibition, % at 3.39 µM; recombinant PAFAH1B3, FP-rhodamine probe, fluorescence polarization;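 active means inhibition above the screen-wide average of all tested compounds plus 3 SD, cut at about 25% in these data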;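 further: 0% = enzyme with DMSO only and 100% = wells lacking PAFAH1B3 protein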
# LYPLA2 counter = LYPLA2 (human) inhibition in PME1 counter-screen; inhibition, % at 5.9 µM; recombinant LYPLA2, FP-Rh probe fluorescence polarization; hit rate 0.38% among 320,000; O95372;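 active means inhibition above the screen-wide mean plus 3 SD, limit set per campaign, cut at about 26% in these data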;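 further: 0% = LYPLA2 with DMSO and 100% = wells lacking LYPLA2 enzyme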
# Target sequence (O95372 whole entry, looked up): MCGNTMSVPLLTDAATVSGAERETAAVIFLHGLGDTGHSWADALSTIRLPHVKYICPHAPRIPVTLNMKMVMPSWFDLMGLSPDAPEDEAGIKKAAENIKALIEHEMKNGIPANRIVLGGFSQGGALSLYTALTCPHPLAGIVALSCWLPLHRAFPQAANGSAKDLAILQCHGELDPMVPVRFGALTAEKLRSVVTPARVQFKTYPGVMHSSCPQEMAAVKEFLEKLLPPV
# PAFAH1B2 inh = inhibitors of human PAFAH1B2; inhibition, % at 3.39 µM; recombinant PAFAH1B2, FP-rhodamine activity probe, fluorescence polarization; P68402; AID 492953; hit rate 1.2% among 340,000;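 active means inhibition above the mean of all tested compounds plus 3 SD, cut at about 24% in these data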;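 further: 0% = enzyme with DMSO and 100% = wells lacking PAFAH1B2; many of its hits are not listed in these tables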
# PAFAH2 inh = PAFAH2 (human) inhibition; inhibition, % at 3.39 µM; recombinant PAFAH2, FP-rhodamine activity probe, fluorescence polarization; Q99487; hit rate 0.99% among 340,000;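 active means inhibition above the mean over all tested compounds plus 3 SD, cut at about 30% in these data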;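 further: inhibitors block probe labeling of enzyme so polarization drops; 0% = enzyme with DMSO and 100% = wells lacking PAFAH2 protein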
# Starred values were filed as active, the others as inactive; · = no result given.
# The first 3 records, ahead of the listing:
No.	molecule	PME-1 primary	PAD4 inh	pPAFAH inh	LYPLA1 counter	GSTO1 counter	PAFAH1B3 FP inh	LYPLA2 counter	PAFAH1B2 inh	PAFAH2 inh
1	COC(=O)/C=C1\N/C(=N\c2nc(C)cc(C)n2)N(c2ccc(Cl)cc2)C1=O	-1	-4	-5	-1	-1	·	-8	·	·
2	O=S(=O)(Nc1cccc(-c2ccc3nncn3n2)c1)c1cccc(F)c1	6	0	5	-2	-10	10	2	5	0
3	CCc1ccccc1NC(=O)CN1C(=O)C2CCCN2c2ncc(Cl)cc21 (stereo not given)	-10	-10	-2	-4	-8	-1	-12	-4	-2

# All compounds of this part, previewed entries included:
No.	molecule	PME-1 primary	PAD4 inh	pPAFAH inh	LYPLA1 counter	GSTO1 counter	PAFAH1B3 FP inh	LYPLA2 counter	PAFAH1B2 inh	PAFAH2 inh
1	COC(=O)/C=C1\N/C(=N\c2nc(C)cc(C)n2)N(c2ccc(Cl)cc2)C1=O	-1	-4	-5	-1	-1	·	-8	·	·
2	O=S(=O)(Nc1cccc(-c2ccc3nncn3n2)c1)c1cccc(F)c1	6	0	5	-2	-10	10	2	5	0
3	CCc1ccccc1NC(=O)CN1C(=O)C2CCCN2c2ncc(Cl)cc21 (stereo not given)	-10	-10	-2	-4	-8	-1	-12	-4	-2
4	O=C(NNC1=Nc2ccccc2SC1)c1ccc(Cl)cc1	-5	7	3	-3	-1	5	-6	1	5
5	O=c1[nH]c2cc3c(cc2cc1CN(CCCO)Cc1nnnn1Cc1ccc(F)cc1)OCO3	7	-3	-3	-3	-5	1	-3	0	-2
6	CC(=O)Oc1ccc(C(=O)[C@H]2[C@H]3C(=O)N(c4ccccc4)C(=O)[C@H]3[C@@H]3C=CC=NN32)cc1	1	-11	1	0	-1	-7	-4	0	-9
7	COC(=O)CCCC1=CC2=CC(=O)C(C)(OC(=O)c3cccs3)C(=O)C2=CN1C1CCCC1 (stereo not given)	8	3	8	3	37*	7	8	3	12
8	NC(=O)c1ccccc1OCc1nc2ccccc2s1	-1	-5	5	0	0	1	2	-6	-8
9	CCOc1cc(C2C3=C(CCCC3=O)Nc3nc(C(=O)OC)nn32)ccc1OC (stereo not given)	2	-3	-4	0	-7	6	2	3	-12
10	CCOC(=O)CC1Sc2ccccc2NC1=O (stereo not given)	1	-2	5	-1	5	2	1	4	1
11	CCOc1ccc(C(=O)Nc2cc(C)ccn2)cc1	0	1	-2	-1	1	1	-2	2	1
12	CCCOc1ccccc1/C=C1\SC(N2CCCCC2)=NC1=O	6	-7	3	1	-3	11	1	4	2
13	CC(=O)Oc1ccc(CCC(C)OC(C)=O)cc1 (stereo not given)	-3	-2	0	0	8	5	2	4	0
14	CCc1cccc(C)c1NC(=O)COC(=O)c1c2c(nc3ccccc13)/C(=C\c1cccs1)CCC2	-30	-4	-2	-17	-2	0	-34	2	-11
15	OC(COCc1ccc(Cl)cc1)CN1CCN(c2ccccn2)CC1 (stereo not given)	-2	-4	2	-4	3	4	2	-1	-2
16	Cc1[nH]n(-c2ccccc2)c(=O)c1/C=N/N(c1ccccc1)c1ccccc1	-2	-7	21	-2	-15	5	1	16	10
17	COc1ccc(NC(=O)CNc2cccc(S(=O)(=O)N3CCCCCC3)c2)c([N+](=O)[O-])c1	8	2	1	3	·	4	5	3	-2
18	CC(=O)Nc1ccc(N2C(=O)CSC2c2ccc(F)cc2)cc1 (stereo not given)	-3	-3	3	-3	8	-6	5	18	5
19	CCC(CO)Oc1cc(NC(=O)c2ccc(C)cc2)c2ncn(C(C)C)c2c1 (stereo not given)	-3	-2	3	5	·	8	2	-5	-5
20	COc1ccc(C(=O)NNC(=O)c2ccc3ccccc3c2O)cc1	-6	-1	5	0	18	6	-5	-3	3
21	COc1ccccc1NC(=O)N(Cc1ccccc1)c1ccccn1	2	2	6	-3	-3	8	6	-2	-3
22	O=c1[nH]c2ccc(NCc3ccccc3OCc3ccc(Cl)cc3)cc2[nH]1	9	2	13	3	-13	12	7	1	8
23	CCOC(=O)N1CCC(N2C(=O)c3ccc(C(=O)Nc4cccc(OC)c4)cc3C2=O)CC1	-5	-6	-2	-4	2	8	7	0	-1
24	CC(C)(C)C(=O)Nc1sc2c(c1C#N)CCCCC2	0	3	4	-3	-4	9	2	9	1
25	O=C(CCNc1n[nH]c(=O)[nH]c1=O)N1CCOCC1	6	4	1	1	2	0	9	9	6
26	O=C1C=C(c2ccccc2)C[C@H](c2cccs2)[C@H]1n1cnc([N+](=O)[O-])c1	6	1	3	2	-2	5	2	2	2
27	Cn1c(CN2CCN(c3ccccc3NS(C)(=O)=O)CC2)nc2ccccc21	3	0	3	-5	9	7	-2	1	9
28	COc1ccc(-c2cn(CC3CCCCC3)nn2)cc1	3	-8	1	5	1	-7	1	0	5
29	O=C(Cc1ccc(Br)cc1)N/N=C/c1cccnc1	2	0	-1	4	6	2	2	2	7
30	O=C(Nc1ccccn1)C1CCN(S(=O)(=O)c2cccs2)CC1	-2	4	0	-1	2	0	-1	0	10

# Entries of single compounds from above. Order of screens: PME-1 primary | PAD4 inh | pPAFAH inh | LYPLA1 counter | GSTO1 counter | PAFAH1B3 FP inh | LYPLA2 counter | PAFAH1B2 inh | PAFAH2 inh
# CCc1ccccc1NC(=O)CN1C(=O)C2CCCN2c2ncc(Cl)cc21 (stereo not given) reads -10 | -10 | -2 | -4 | -8 | -1 | -12 | -4 | -2
# CC(=O)Oc1ccc(C(=O)[C@H]2[C@H]3C(=O)N(c4ccccc4)C(=O)[C@H]3[C@@H]3C=CC=NN32)cc1 reads 1 | -11 | 1 | 0 | -1 | -7 | -4 | 0 | -9

# More structures follow.
No.	molecule	PME-1 primary	PAD4 inh	pPAFAH inh	LYPLA1 counter	GSTO1 counter	PAFAH1B3 FP inh	LYPLA2 counter	PAFAH1B2 inh	PAFAH2 inh
31	CCOC(=O)c1ccc(NC(=S)N(CCCN(CC)CC)Cc2ccco2)cc1	2	2	7	1	-4	6	1	-6	2
32	CC(C)Oc1cccc(-c2cc(C(=O)NN3CCOCC3)c3ccccc3n2)c1	-1	0	2	-1	10	0	-2	-4	6
33	Cc1nc(N2CCc3ccccc3C2)[nH]c(=O)c1CCC(C)C	5	-1	2	-1	-1	-7	10	0	2
34	C=CCc1ccc(OCCOCCNCCCC)c(OC)c1	-10	1	-6	-7	10	6	-8	2	-3
35	COc1ccc(/C=C/C(=O)Nc2nnc(C(C)C)s2)cc1OC	-1	6	-2	-3	-10	·	-1	·	·
36	CSC1=NCCN1C(=O)c1ccc(S(=O)(=O)N2CCOCC2)cc1	1	-3	6	-2	5	6	-3	6	-2
37	C/C(=N\NC(=O)c1cccs1)c1ccc2c(c1)OCO2	2	-6	28*	0	-4	·	1	·	·
38	CCN(c1ccccc1)S(=O)(=O)c1ccc(C(=O)NCc2ccco2)cc1	·	-8	5	·	·	15	·	8	9
39	CCOC(=O)c1cnc(SCC(=O)Nc2cc(OC)ccc2OC)nc1N	6	-5	4	7	4	8	9	4	-2
40	CC1=C(C(N)=O)C(c2cccc(O)c2)n2nc(CCCO)nc2N1 (stereo not given)	2	0	4	-5	6	13	-6	7	-4
41	Cc1cc(C)n(C(=O)CCC(=O)Nc2ccc(C)c(C)c2)n1	-6	-6	6	-2	0	4	1	1	-11
42	CCOC(=O)CN/C=C(\C#N)c1ccc(F)cc1	4	-5	0	2	11	5	-6	-1	1
43	O=C(NC(NNc1ccc([N+](=O)[O-])cc1)(C(F)(F)F)C(F)(F)F)c1ccc(F)cc1	-14	2	-3	-1	3	5	-2	1	-5
44	Cc1ccc(NC(=O)C2CC(=O)n3c(nc4ccccc43)N2)cc1C (stereo not given)	-2	-2	3	-1	-8	2	2	-3	-5
45	O=C(Nc1ccc(CN2CCS(=O)(=O)CC2)cc1)c1ccc(Cl)cc1	1	-1	15	-1	-4	8	-2	2	2
46	COc1ccc(CNC(=O)Cc2cccs2)cc1	0	2	4	-1	-2	11	-7	5	0
47	COc1ccc(NC(=O)CN2C(=O)NC(CC(C)C)C2=O)cc1S(=O)(=O)N1CCOCC1 (stereo not given)	2	-1	-3	-1	·	-3	4	4	-6
48	CCCCC(=O)NCCc1ccc(S(N)(=O)=O)cc1	-3	5	-3	1	-4	3	3	-6	2
49	C/C=C/C(=O)OCC(=O)Nc1ccc(SC(F)F)cc1	-6	7	-1	-3	-7	1	-1	3	56*
50	Cc1ccccc1C(=O)N=c1sccn1C	2	-1	0	-2	-1	7	4	7	-1
51	COc1ccccc1CNC(=O)c1cc(-c2ccccc2)nn1CC1CC(c2cccnc2)=NO1 (stereo not given)	7	3	1	-1	6	10	6	3	2
52	N#Cc1ccc(S(=O)(=O)NC2CCN(Cc3ccccc3)CC2)cc1	0	0	5	3	9	3	2	8	-7
53	Cc1ccc(NC(=O)COC(=O)CN2CCCCCC2=O)c(C)c1	3	-3	-5	2	·	3	7	-2	1
54	CC(C)c1ccc(NC(=O)C2CCCCC2C(=O)O)cc1 (stereo not given)	-4	-2	1	-1	0	4	-4	-2	-3
55	CNC(=S)N(CCc1c(C)[nH]c2ccc(C)cc12)Cc1cccs1	-1	-4	12	0	11	9	3	4	-1
56	CC(Oc1ccccc1)C(=O)Nc1oc(-c2ccco2)c(-c2ccco2)c1C#N (stereo not given)	2	-8	29*	-8	22	8	-11	0	9
57	O=[N+]([O-])c1ccc(F)c(N=Cc2ccc(Br)s2)c1	3	-1	6	0	3	9	5	4	9
58	Cc1cccnc1NC(=O)c1cccc(S(=O)(=O)N2CCN(c3ccc(F)cc3)CC2)c1	8	-3	4	-1	-2	12	7	6	7
59	CC(=O)Oc1ccccc1C(=O)Oc1ccc(/C=N/n2cnnc2)cc1	5	6	2	2	9	9	1	2	-4
60	CCCCN(CCCC)c1nc(-c2ccncc2)nc2ccccc12	-1	-4	8	-1	7	9	1	2	-8

# PAFAH2 inh, hit marks shown above.
no.	compound	PME-1 primary	PAD4 inh	pPAFAH inh	PAFAH1B3 FP inh	PAFAH1B2 inh	PAFAH2 inh
49	C/C=C/C(=O)OCC(=O)Nc1ccc(SC(F)F)cc1	-6	7	-1	1	3	56*

# Following part:
No.	molecule	PME-1 primary	PAD4 inh	pPAFAH inh	LYPLA1 counter	GSTO1 counter	PAFAH1B3 FP inh	LYPLA2 counter	PAFAH1B2 inh	PAFAH2 inh
61	CCOc1ccccc1N1CCN(CC(=O)c2c(N)n(C)c(=O)n(C)c2=O)CC1	2	-6	-3	1	8	6	-3	-2	5
62	CC(/C=C/C=C/c1ccccc1)=N\NC(=O)c1cccnc1	-8	-2	-1	-3	8	2	-3	7	-3
63	[N-]=[N+]=NC1c2ccccc2C(=O)N1Cc1ccccc1 (stereo not given)	-6	-1	3	-4	2	0	-1	1	1
64	Cc1ccc(Nc2nc(C(=O)NCCCN3CCOCC3)cs2)cc1	-6	2	7	3	-4	3	4	1	5
65	Cc1ccc2nc(SC(C)C(=O)N3CC(C)OC(C)C3)[nH]c2c1 (stereo not given)	1	0	2	2	2	-1	4	1	5

# Some of the entries so far, with values under each structure.
# Below each compound – PME-1 primary, PAD4 inh, pPAFAH inh, LYPLA1 counter, GSTO1 counter, PAFAH1B3 FP inh, LYPLA2 counter, PAFAH1B2 inh, PAFAH2 inh
(62) CC(/C=C/C=C/c1ccccc1)=N\NC(=O)c1cccnc1
 : -8, -2, -1, -3, 8, 2, -3, 7, -3
(63) [N-]=[N+]=NC1c2ccccc2C(=O)N1Cc1ccccc1 (stereo not given)
 : -6, -1, 3, -4, 2, 0, -1, 1, 1
(64) Cc1ccc(Nc2nc(C(=O)NCCCN3CCOCC3)cs2)cc1
 : -6, 2, 7, 3, -4, 3, 4, 1, 5

# Not all compounds are listed (hit frequency here may not be typical).
